Screening data deposited in PubChem BioAssay by several laboratories.
TLR9-MyD88 block: inhibitors of human TLR9-MyD88 binding. Q9NR96+Q99836. CHO BLA complementation TLR9-MyD88, CCF4 FRET ratio. inhibition, % at 4.98 µM. 0.21% of 340,000 active. AID 504734;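 active = inhibition above the mean over all tested compounds plus 3 SD, cut at about 21% in these data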;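 also: 0% = DMSO only wells and 100% = clavulanate BLA inhibitor control wells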
SRC3 inh: inhibitors of human steroid receptor coactivator 3 (SRC3) | HEK293 GAL4-SRC3 luciferase reporter, luminescence | Q9Y6Q9 | inhibition, % at 3.6 µM | 0.17% of 360,000 active;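 active = inhibition above a per-campaign cutoff, the mean of all compounds plus 3 SD, cut at about 60% in these data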;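 also: 0% = DMSO-treated cells and 100% = gossypol-treated cells at 36 µM; higher means less SRC3-driven luciferase light from the GAL4 reporter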
EBV LMP1 NFkB: reduces LMP1-driven NF-kappaB luciferase signal. LMP1-induced NF-kappaB luciferase reporter cells, luminescence. inhibition, % at 12.5 µM. 0.69% of 350,000 active; in the data active = inhibition above about 41%;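 also: 0% = neutral control wells and 100% = reference inhibitor control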
LRH-1 inv ag: suppresses constitutive activity of human LRH-1; 0.13% of 360,000 active; O00482; HEK293T StAR-luciferase reporter, LRH-1 transfected, 24 h; inhibition, % at 3.6 µM;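 active = inhibition above the mean inhibition of all tested compounds plus 3 SD, cut at about 73% in these data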;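 also: 0% = DMSO wells and 100% = reporter-only cells lacking LRH-1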
NR2F2 inh: inhibitors of human COUP-TFII (NR2F2). HEK293T NGFI-A luciferase reporter, luminescence. inhibition, % at 8.6 µM. P24468. 0.7% of 370,000 active;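 active = inhibition above a per-plate cutoff, mean inhibition of test wells between control levels plus 3 SD, cut at about 38% in these data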;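 also: cells cotransfected with COUP-TFII expression vector driving the NGFI-A reporter; 0% = median of COUP-TF2 test wells and 100% = reporter-only cells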
SRC1 inh: inhibitors of human steroid receptor coactivator 1 (SRC1); 0.12% of 360,000 active; inhibition, % at 3.6 µM; AID 588354; HEK293 GAL4-SRC1 luciferase reporter, luminescence;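 active = inhibition above the campaign mean plus 3 SD, with each screening campaign given its own cutoff, cut at about 60% in these data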;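 also: 0% = DMSO treated cells and 100% = gossypol at 36 µM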
SRC2 inh: inhibits human steroid receptor coactivator 2; Q15596; HEK293 GAL4-SRC2 luciferase reporter, luminescence; inhibition, % at 9 µM; AID 651957; 0.17% of 370,000 active;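 active = inhibition above the mean inhibition of all tested compounds plus 3 SD, set per campaign, cut at about 52% in these data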;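 also: 0% = DMSO treated cells and 100% = cells given Gossypol at 36 µM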
NOD2 RIPK2 PPI: blocks binding of human NOD2 to RIPK2; inhibition, % at 4.98 µM; 0.38% of 360,000 active; CHO BLA complementation NOD2-RIPK2, CCF4 ratio; AID 624267; in the data active = inhibition above about 21%;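 also: 0% = vehicle only and 100% = reference blocker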
TROY NFkB inh: inhibitors of TROY-dependent NF-kB signaling; Q293 LMP1-TROYcd NF-kB luciferase reporter, 4 h; 0.98% of 360,000 active; AID 1347056; inhibition, % at 10 µM;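 active = compounds whose plate-normalised and pattern-corrected inhibition of the luciferase reporter signal at the single screening dose is 50% or more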
Vif inh: inhibitors of HIV Vif; 0.35% of 340,000 active; HEK293T cells, Vif self-association by quenched fluorescence, imaging, 24 h; inhibition, % at 7.49 µM; in the data active = inhibition above about 50%, passing the limit was not always enough; also: some results filed as inactive read as strong as hits
TRAIL sens C8: sensitizes caspase-8 expressing cells to TRAIL; NB7+C8 cells + TRAIL, ATPlite viability luminescence; inhibition (viability loss, TRAIL sensitization), % at 10 µM; 1% of 360,000 active; AID 624354;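 active = compounds causing at least 50% loss of cell viability in the single-dose screen, relative to plate controls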
* = called active by the depositor; · = not tested or not shown. Only part of the results is shown. The share of hits here may be higher or lower than overall.

SMILES	TLR9-MyD88 block	SRC3 inh	EBV LMP1 NFkB	LRH-1 inv ag	NR2F2 inh	SRC1 inh	SRC2 inh	NOD2 RIPK2 PPI	TROY NFkB inh	Vif inh	TRAIL sens C8
CCC(C(=O)n1cccc1C#N)c1ccccc1C (stereo not drawn)	3	10	-4	7	-9	-6	-26	0	-2	8	0
COC(=O)c1ccc(NC(=O)COc2ccc(S(=O)(=O)N3CCCCC3)cc2)cc1	-2	-1	9	6	6	-2	-3	11	13	0	10
CCc1ccc2[nH]c(=O)c(CN(Cc3ccccc3)Cc3nnnn3Cc3ccco3)cc2c1	-2	-14	-1	0	-10	-34	-15	-9	-26	-23	-8
Cc1cccc(-c2cccc(NC(=O)C3CCCN(C(=O)c4ocnc4C)C3)c2)c1 (stereo not drawn)	2	7	-5	-21	3	-5	-22	-1	-29	-4	13
CCN(CC)S(=O)(=O)N1CCC(C(=O)NCc2ccco2)CC1	1	2	8	3	5	10	-23	0	4	7	-2
Cc1ccc(C)c(N2N=C(C(=O)Nc3ccccc3N3CCCC3)CCC2=O)c1	-3	14	-2	-8	7	5	11	-5	15	-3	0
NS(=O)(=O)c1cccc(NC(=O)CSc2nc3ccc(Cl)cc3[nH]2)c1	2	0	-17	14	-3	-11	10	14	6	-2	-7
CCOC(=O)c1c(C)[nH]c(C)c1C(=O)CN1C(=O)NC2(CCC(C)CC2)C1=O (stereo not drawn)	12	11	-2	22	-6	-3	-3	-10	7	-3	30
CC(=O)c1ccc(-c2ccc([C@H]3[C@H]4C=CC[C@@H](C)[C@@H]4C(=O)N3Cc3ccccc3)c(F)c2)cc1	-9	14	-11	9	3	10	22	-6	6	-1	13
COc1ccc(C2=NOC(C(=O)Nc3cccnc3Cl)C2)cc1 (stereo not drawn)	2	-1	-2	8	-10	-12	25	-10	2	2	-9
Fc1ccc(-c2ncc3ccccn23)cc1	-14	18	-11	-5	8	7	-44	-4	17	0	0
COc1ccc(N2CCN(c3nc4ccccc4n3CC(=O)c3ccccc3)CC2)cc1	-7	15	-1	16	16	14	18	13	0	-8	-4
C=CC(=O)Nc1cccc(Nc2nc(N[C@H]3CC[C@H](N(C)C)CC3)nc3c2ncn3C(C)C)c1	1	87*	92*	98*	·	88*	·	-2	77*	0	83*
COC(=O)CN1C(=O)C(C)(C)Oc2ccc(C(=O)Nc3cccc(OC)c3)cc21	-2	12	-3	10	18	-13	8	-5	1	-7	3
Cc1cccc(C)c1OCC(O)CN (stereo not drawn)	-6	10	-4	6	-1	8	-15	-7	-8	·	7
CC(C)(C)n1ncc2c(=O)n(CC(=O)NCc3ccco3)cnc21	7	-56	-9	-110	-29	-96	-46	-10	·	1	-1
O=C(Cc1ccccc1)Nc1ncccn1	-1	-31	6	-20	-6	-4	-11	-27	-8	-17	-5
CCn1cnc2c1c(=O)n(CC(=O)O)c(=O)n2Cc1ccccc1	-9	6	6	-21	10	6	-20	-8	-18	-9	12
CCCCN(C(=O)COC(=O)c1ccccc1)c1c(N)n(CCC)c(=O)[nH]c1=O	2	-19	-4	-1	9	-16	2	-10	0	-6	4
O=C(CCC1CCCN(c2ncccn2)C1)NCc1ccccc1F (stereo not drawn)	5	11	-4	-11	4	-33	-15	-3	-13	-5	1
Clc1ccc(Oc2ncnc3oc(-c4ccccc4)cc23)cc1	-2	16	-2	12	4	-1	20	-5	-33	5	-4
CCOc1cc(CNCCSc2nnnn2C)cc(Br)c1OCc1ccccc1	7	-6	4	16	18	6	10	-4	·	-20	12
CN(C)CCCNC(=O)C(=O)NCC(c1cccs1)S(=O)(=O)c1ccc(F)cc1 (stereo not drawn)	-2	2	-4	3	-14	-15	0	-4	-2	4	3
NC(=O)CC(NC(=O)Cc1ccc(Br)cc1)c1ccc(NCc2ccccn2)c([N+](=O)[O-])c1 (stereo not drawn)	7	-2	-24	-15	-4	4	-4	-2	-4	4	-16
COC(=O)C1CCN(C(=O)COC(=O)c2oc3ccc(OC)cc3c2C)CC1	-2	-12	0	5	-9	-1	-15	-7	-19	-6	-9
CCN(CC(=O)Nc1ccccc1C(F)(F)F)C(=O)c1cc(S(=O)(=O)N2CCCCCC2)ccc1OC	-2	5	3	18	-10	24	-14	1	-9	·	-10
CCC1(CC)NC(=S)NC1=S	-5	5	2	6	-10	5	11	-16	4	6	-12
Cc1ccc(NC(=O)CN(C)C(=O)/C=C/c2cccc(F)c2)cc1	-12	9	9	5	8	10	-8	5	-12	-3	-15
COC(=O)c1ccccc1NC(=O)CSc1ccccc1	8	7	-4	21	4	0	-31	-3	-12	-1	-2
CC(C)C[C@H](NC(=O)NCCc1ccc(Cl)cc1)C(=O)O	-5	11	1	-1	-4	6	-7	3	-7	5	-6
O=C(NCc1ccccc1)C1=C[C@H](C2CCCCC2)C[C@H](OCCCCO)O1	0	15	-1	-22	5	6	15	5	-29	-8	3
CCn1nc(NC(=O)C(C)C)c2cc3ccc(C)cc3nc21	-11	6	0	16	-10	-14	-22	0	5	-12	-19
CCCCn1c(=O)[nH]c(=O)c2c1nc(-c1ccc([N+](=O)[O-])cc1)n2CC	3	6	4	-2	3	-6	-6	-14	8	-7	-1
COc1ccc(NC(=O)C2Cc3c(-c4cccc(F)c4)ccnc3O2)cc1 (stereo not drawn)	·	8	·	-3	4	16	-44	7	9	-11	4
Cc1nn(-c2ccc(F)cc2)c(Cl)c1/C=C/C(=O)OCC(=O)Nc1ccc(F)cc1F	0	1	-3	1	-7	5	-25	5	-21	3	-12
CCCCNC(=O)c1cn(C)c2ccc(S(=O)(=O)N3CC(C)CC(C)C3)cc2c1=O (stereo not drawn)	2	24	4	16	·	10	·	-17	-25	3	56*
Cc1cc(C)n2ncc(/C(N)=N/OC(=O)Nc3ccccc3)c2n1	2	8	4	15	9	-4	-9	-7	-3	15	-21
Cc1ccccc1NC(=O)CCC(=O)N/N=C/c1c[nH]c2ccccc12	0	7	-2	36	-5	-3	-8	-11	-47	-4	1
COCCCNc1nc2c(c(=O)n(Cc3ccc(OC)cc3)c(=O)n2C)n1C	-9	-19	5	11	-15	11	-36	4	-4	-5	2
C[C@H](NC(=O)[C@@H]1CCCN1C(=O)OC(C)(C)C)c1ccccc1	·	·	·	15	0	·	-8	7	-4	·	-4

As a short view, 11 of the compounds above.
SMILES	TLR9-MyD88 block	SRC3 inh	EBV LMP1 NFkB	LRH-1 inv ag	NR2F2 inh	SRC1 inh	SRC2 inh	NOD2 RIPK2 PPI	TROY NFkB inh	Vif inh	TRAIL sens C8
CCC(C(=O)n1cccc1C#N)c1ccccc1C (stereo not drawn)	3	10	-4	7	-9	-6	-26	0	-2	8	0
COC(=O)c1ccc(NC(=O)COc2ccc(S(=O)(=O)N3CCCCC3)cc2)cc1	-2	-1	9	6	6	-2	-3	11	13	0	10
CCc1ccc2[nH]c(=O)c(CN(Cc3ccccc3)Cc3nnnn3Cc3ccco3)cc2c1	-2	-14	-1	0	-10	-34	-15	-9	-26	-23	-8
Cc1cccc(-c2cccc(NC(=O)C3CCCN(C(=O)c4ocnc4C)C3)c2)c1 (stereo not drawn)	2	7	-5	-21	3	-5	-22	-1	-29	-4	13
CCN(CC)S(=O)(=O)N1CCC(C(=O)NCc2ccco2)CC1	1	2	8	3	5	10	-23	0	4	7	-2
Cc1ccc(C)c(N2N=C(C(=O)Nc3ccccc3N3CCCC3)CCC2=O)c1	-3	14	-2	-8	7	5	11	-5	15	-3	0
NS(=O)(=O)c1cccc(NC(=O)CSc2nc3ccc(Cl)cc3[nH]2)c1	2	0	-17	14	-3	-11	10	14	6	-2	-7
CCOC(=O)c1c(C)[nH]c(C)c1C(=O)CN1C(=O)NC2(CCC(C)CC2)C1=O (stereo not drawn)	12	11	-2	22	-6	-3	-3	-10	7	-3	30
CC(=O)c1ccc(-c2ccc([C@H]3[C@H]4C=CC[C@@H](C)[C@@H]4C(=O)N3Cc3ccccc3)c(F)c2)cc1	-9	14	-11	9	3	10	22	-6	6	-1	13
COc1ccc(C2=NOC(C(=O)Nc3cccnc3Cl)C2)cc1 (stereo not drawn)	2	-1	-2	8	-10	-12	25	-10	2	2	-9
Fc1ccc(-c2ncc3ccccn23)cc1	-14	18	-11	-5	8	7	-44	-4	17	0	0

(continued)
SMILES	TLR9-MyD88 block	SRC3 inh	EBV LMP1 NFkB	LRH-1 inv ag	NR2F2 inh	SRC1 inh	SRC2 inh	NOD2 RIPK2 PPI	TROY NFkB inh	Vif inh	TRAIL sens C8
Cc1cccc(OCC(=O)N(Cc2cccs2)C2CCS(=O)(=O)C2)c1 (stereo not drawn)	8	9	-1	5	1	4	-2	8	10	1	4
COc1ccc(NC(=O)c2cc(F)c(F)cc2Cl)cc1Cl	3	-17	-8	-37	-29	-36	-31	-12	-56	-4	5
COc1ccc(S(=O)(=O)N2CCn3c2nc2ccccc23)cc1	-7	2	3	-16	8	-4	21	1	-5	6	12
Cc1ccc(NC(=O)NCc2ccc3c(c2)OCO3)cc1C	-8	-44	-13	-99	-16	-52	-19	6	-73	1	-3
CN(C)CCNc1nc(-c2ccccc2CO)c2sccc2n1	·	-9	·	2	8	-26	3	-8	-1	-4	-15
O=C(OCC#CCSc1nnc(-c2ccc(Br)cc2)o1)c1ccco1	-6	-10	-11	5	-32	1	-11	1	-23	-5	43
Cc1cc2c(c(=O)n1Cc1cccnc1)C(Cc1ccccc1)C(C#N)=C(N)O2 (stereo not drawn)	-3	-5	1	-9	2	-36	-9	-2	·	-1	-7
CCN(CC)S(=O)(=O)c1ccc(C(=O)NCCOC(=O)c2ccc(F)cc2F)cc1	-2	-10	-9	9	-6	-2	-4	-1	1	20	2
CCOC(=O)C1(CC2CCCCO2)CCN(Cc2nc3ccccc3nc2C)CC1 (stereo not drawn)	·	13	-10	-5	13	-4	-20	-10	-10	1	-2
CC(=O)[C@H]1CC[C@H]2[C@@H]3CC=C4C[C@@H](OS(=O)(=O)O)CC[C@]4(C)[C@H]3CC[C@]12C	-1	3	0	-29	8	-6	9	-10	4	3	3
Cc1ccc(CNC(=O)CSc2nnc3c(n2)[nH]c2ccc(F)cc23)cc1	-10	-5	-11	0	17	-12	-1	7	-17	3	-15
CCOc1ccc(C(=O)Nc2cc(Cl)ccc2-n2cncn2)cc1OC	-1	6	-3	22	-3	16	0	11	-4	-7	17
O=C(N/N=C/c1ccccc1)c1cc(=O)[nH]c2ccccc12	5	9	-1	12	7	3	1	-2	10	1	-4
COc1ccc([C@H]2C[C@@H](O)[C@H](n3cc(C4CC4)nn3)CN2C(=O)C2CCCCC2)cc1	12	-16	-2	-10	-18	-9	22	-3	0	-3	-1
